# Glyco luc inh: blocks N-linked glycosylation in D54 reporter cells; reporter increase, % at 12.5 µM; D54 ERlucT glycosylation luciferase reporter, 24 h; percent of 100 nM tunicamycin response; 360,000 tested, 0.23% active;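 active = mean luciferase reporter signal, scaled so untreated is 0 and the glycosylation-blocking control 100, at or above a set limit in every replicate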;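 note: luciferase carries N-glycosylation sites so blocking glycosylation raises the light; 0% = median of neutral control wells and 100% = median of 100 nM tunicamycin wells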
# ABHD5 PLIN5 PPI: blocks binding of human ABHD5 to perilipin-5. Split G. princeps luciferase complementation, luminescence, 4 h. inhibition, % at 4 µM. Q00G26+Q8WTS1. 360,000 tested, 0.78% active;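 active = inhibition above the mean inhibition across every tested compound plus 3 SD, cut at about 22% in these data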;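 note: 0% = DMSO only wells and the 100% control is not disclosed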
# MC4R barr agon: activates human MC4R beta-arrestin recruitment; P32245; U2OS MC4R beta-arrestin complementation, luminescence; percent of melanotan II response, DMSO zero; activation, % at 8.9 µM; 360,000 tested, 0.98% active;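 active = activation above a per-plate cutoff, the mean activation of sample wells on that plate plus 3 SD, cut at about 8% in these data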
# Target sequence (P32245 whole entry, looked up): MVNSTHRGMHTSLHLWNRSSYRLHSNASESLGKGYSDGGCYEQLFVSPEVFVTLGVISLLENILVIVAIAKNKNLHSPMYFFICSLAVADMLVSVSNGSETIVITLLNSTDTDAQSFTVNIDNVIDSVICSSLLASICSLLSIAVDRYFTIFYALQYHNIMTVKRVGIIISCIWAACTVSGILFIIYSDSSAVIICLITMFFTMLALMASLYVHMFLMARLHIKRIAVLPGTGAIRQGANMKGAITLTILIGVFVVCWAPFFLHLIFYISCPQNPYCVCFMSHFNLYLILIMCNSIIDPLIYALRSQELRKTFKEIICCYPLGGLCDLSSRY
# Granule exo inh: lytic granule exocytosis inhibition | TALL-104 LAMP-1 surface exposure, flow cytometry; cells stimulated with thapsigargin and PMA | inhibition, % at 10 µM | 360,000 tested, 0.66% active | AID 651702;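 active = inhibition above about 55%, limit read from the data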
# ABCB6 inh MLPCN: human ABCB6 transporter inhibition | Q9NP58 | K562-ABCB6 porphyrin accumulation, flow cytometry, 1 h; stronger effect = lower value | fluorescence ratio to DMSO, % at 10 µM | 360,000 tested, 0.19% active;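 active = fluorescence ratio to DMSO below 75%, the collection mean minus 3 SD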;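 note: signal is porphyrin accumulated inside mitochondria; 100% equals median channel fluorescence of DMSO control wells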
# Vif inh: blocks HIV Vif function | HEK293T cells, Vif self-association by quenched fluorescence, imaging, 24 h | inhibition, % at 7.49 µM | 340,000 tested, 0.35% active | AID 602346; in the data active = inhibition above about 50%, passing the limit was not always enough; note: some results filed as inactive read as strong as hits
# TLR9-MyD88 block: blocks human TLR9 binding to MyD88; Q9NR96+Q99836; inhibition, % at 4.98 µM; 340,000 tested, 0.21% active; CHO BLA complementation TLR9-MyD88, CCF4 FRET ratio;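 active = inhibition above the mean over all tested compounds plus 3 SD, cut at about 21% in these data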;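 note: 0% = DMSO only wells and 100% = clavulanate BLA inhibitor control wells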
# NOD2-RIPK2 inh: NOD2-RIPK2 protein interaction inhibition. O43353. CHO BLA complementation NOD2-RIPK2, CCF4 ratio. inhibition, % at 4.98 µM. 360,000 tested, 0.38% active. AID 624267; in the data active = inhibition above about 21%;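 note: 0% = vehicle only and 100% = reference blocker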
# Target sequence (O43353 whole entry, looked up): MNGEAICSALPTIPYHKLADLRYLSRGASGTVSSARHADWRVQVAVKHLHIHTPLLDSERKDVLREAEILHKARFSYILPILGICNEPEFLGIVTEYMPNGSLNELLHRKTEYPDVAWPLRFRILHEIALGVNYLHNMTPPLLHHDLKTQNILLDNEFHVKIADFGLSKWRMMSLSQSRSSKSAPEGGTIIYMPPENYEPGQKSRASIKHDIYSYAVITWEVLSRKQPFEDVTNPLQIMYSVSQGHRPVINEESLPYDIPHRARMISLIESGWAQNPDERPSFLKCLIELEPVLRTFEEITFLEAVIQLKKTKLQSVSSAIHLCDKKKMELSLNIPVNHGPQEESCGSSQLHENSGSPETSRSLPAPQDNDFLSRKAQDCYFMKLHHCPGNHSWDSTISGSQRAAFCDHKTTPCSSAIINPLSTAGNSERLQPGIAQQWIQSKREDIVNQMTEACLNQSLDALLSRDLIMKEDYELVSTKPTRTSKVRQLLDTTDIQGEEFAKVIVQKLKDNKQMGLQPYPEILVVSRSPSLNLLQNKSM
# aDG glyco act: alpha-DG glycosylation activation. Pro5-aDG cells, alpha-DG glycosylation AlphaScreen (IIH6); 0% Pro5, 100% B10-LARGE cell signal. activation, % at 10 µM. 360,000 tested, 0.22% active. AID 624168;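 active = activation of at least 8% versus controls, or a plate z-score of at least 8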;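 note: Pro5 are CHO cells carrying HIG-tagged alpha-DG that lacks glycosylation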
# MC4R antagonist: human MC4R antagonism in cAMP assay; 360,000 tested, 0.48% active; AID 540295; P32245; inhibition, % at 6.5 µM; MC4R-expressing cells, MTII-stimulated cAMP, LANCE TR-FRET;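 active = inhibition above its plate's cutoff, the mean of tested wells on that plate plus 3 SD, cut at about 29% in these data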;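 note: 0% = Melanotan II alone and 100% = Melanotan II plus saturating MCL0020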
#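 System – human MC4R-expressing U2OS cells · Also added – Melanotan II · Dosing – one concentration, 6.5 µM nominal · Timing – 30-min compound, 1-h challenge, 1-h detection, room temperature · Measured by – Eu-cAMP/anti-cAMP TR-FRET, emission 671 nm · Replicates – singlicate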
# * hit, by the source's call; nt = no result given. Only part of the results is shown. The share of hits here may be higher or lower than overall.
SMILES,Glyco luc inh,ABHD5 PLIN5 PPI,MC4R barr agon,Granule exo inh,ABCB6 inh MLPCN,Vif inh,TLR9-MyD88 block,NOD2-RIPK2 inh,aDG glyco act,MC4R antagonist
CC(C)OC(=O)/C(=C/c1ccc(Br)cc1)NC(=O)c1ccco1,0,4,1.1,-2,98,10,5,-10,-0.3,-8
COC(=O)C1CCCN1C(=O)COc1ccc(Cl)cc1Br (configuration not stated),2,-5,-2.8,-1,101,-2,0,1,-0.1,6
O=C(Nn1c(COc2ccccc2)nc2ccccc2c1=O)C(Cl)(Cl)Cl,0,0,0.4,79*,97,-1,-20,-11,0.1,-7
COC(=O)NCC1(C)CC(NC(=O)OC)CC(C)(C)C1 (configuration not stated),0,2,0.3,1,99,2,-12,2,3.7,8
O=C(CSc1nnc(-c2ccc(Cl)cc2)n1Cc1ccco1)c1cccs1,-2,33*,-1.8,3,108,-8,16,-2,0.3,5
C/C(CC(=O)Nc1ccc(Cl)c(C(F)(F)F)c1)=N\NC(=O)c1cnccn1,5,1,-3.7,2,100,-11,-16,2,0.0,8
COC(=O)CCCn1cc(CN2CC(N3CCCC3)CS2(=O)=O)nn1 (configuration not stated),nt,7,nt,3,102,nt,nt,3,-0.2,nt
Cc1nc(C#N)c(N/N=C/c2c(F)cccc2Cl)o1,1,0,1.2,24,97,7,11,-1,-0.1,2
COc1ccc(CCNC(=O)CCc2ccccc2)cc1OC,-1,5,0.9,0,96,0,nt,-4,0.6,11
Cc1ccc(N2/C(=N/c3nc(C)cc(C)n3)NC(=O)CC2C(=O)O)cc1 (configuration not stated),1,6,-2.2,-2,92,-4,8,-8,0.0,0
COc1ccc(C=NNC(=S)NN=Cc2ccc(OC)c(OC)c2)cc1OC,-4,-14,-2.0,-5,84,19,1,-6,0.1,-5
O=C(NC1(C(F)(F)F)C(=O)Nc2c1c(=O)[nH]c(=O)n2Cc1ccco1)C1CCCCC1 (configuration not stated),0,2,-1.4,-1,90,nt,-2,-6,-0.2,0
COc1cccc(CN2C(=O)CN(C3CCCCC3)C(=O)C2c2ccc(F)cc2)c1 (configuration not stated),0,-4,-1.6,-5,107,-1,-1,-6,0.3,6
Cc1cccc(CCNC(=O)COc2cc(=O)n(C)c3ccccc23)c1,1,-3,-1.2,-2,109,3,-7,-14,0.1,1
CCC(C)n1c(SCC(=O)NCCc2ccc(S(N)(=O)=O)cc2)nc2ccsc2c1=O (configuration not stated),0,-1,-0.5,-5,101,-7,-9,-5,-0.3,7
CCCCC1(CC(=O)OC)C(=O)N(c2ccccc2)N(c2ccccc2)C1=O,0,-4,1.8,-15,100,-4,7,-1,0.2,12
O=C(CCNC(=O)c1ccccc1)NNC(=O)c1ccc(F)cc1,1,-14,-1.2,0,100,-11,-5,-8,0.1,-3
c1ccc(Cn2nnnc2CN2CCN(Cc3ccc4c(c3)OCO4)CC2)cc1,-3,6,0.0,-2,100,4,-7,9,-0.3,10
Cn1c(=O)n(C)c2cc(NS(=O)(=O)c3ccc(F)cc3)ccc21,28*,1,-0.5,6,101,8,5,2,-0.5,-4
O=C(CCSc1ccccc1)NC1CCCCCC1,-1,0,-0.3,-2,102,5,-5,-4,-0.1,1
Clc1ccc(OC2CCN(Cc3nc(CC4CC4)no3)CC2)cc1,1,-2,3.0,-1,87,-4,5,-7,-0.1,8
O=C(COC(=O)Cc1cccs1)Nc1cccc(S(=O)(=O)N2CCOCC2)c1,4,-4,-2.1,25,97,4,-3,-7,-0.3,-1
CCc1c(O)nc(SCC(=O)N2CCOCC2)n(-c2ccccc2)c1=O,1,-23,-2.2,4,113,20,9,-5,-0.1,2
COc1ccc(/C=N/NC(=O)C(=O)Nc2ccccn2)cc1OC,1,-2,0.5,0,96,0,0,-8,-0.1,-3
CC(=O)N1CCN(S(=O)(=O)c2cccc(C(=O)NNC(=O)Cn3ccc(C(F)(F)F)n3)c2)CC1,-1,11,-0.9,-1,100,-2,0,-9,0.0,-2
CCCCNC(=O)c1ccccc1NS(=O)(=O)c1ccc2c(c1)OCCO2,2,6,-0.8,-2,101,2,10,-3,-0.1,-1
Cn1nc(SCC(=O)O)sc1=S,2,-3,-3.0,-5,101,21,14,2,0.0,6
COCC(=O)Nc1ccc(-c2cn3cccnc3n2)cc1,3,-9,2.0,-1,95,-2,2,5,-0.2,2
COC(=O)CSc1ncnc2c1sc1nc3c(cc12)COC(C)(C)C3,-1,-6,0.6,-5,90,5,10,6,-0.2,11
Cc1nn(-c2ccccc2)c(C)c1C(=O)OCC(=O)c1c(N)n(CC(C)C)c(=O)n(C)c1=O,-5,1,3.0,1,88,-11,-12,4,3.0,6
CCn1ccc(C(=O)Nc2cccc(Cl)c2)n1,-4,2,-0.2,-2,104,3,1,-8,0.1,5
O=[N+]([O-])c1ccn(-c2nc(-c3ccccc3)cc(C(F)(F)F)n2)n1,2,0,-3.1,-1,101,-1,3,-18,-0.2,11
COc1cccc(CN(C)C(=O)CCNC(=O)c2ccc(Br)cc2)c1,3,8,-0.7,-2,99,nt,4,-10,0.8,6
C=CCn1cnc2c(nnn2Cc2ccc(F)cc2)c1=O,-1,-5,-1.5,6,97,5,-1,0,0.1,-2
Cc1cccc(S(=O)(=O)N[C@@H]2CC[C@@H](CCNS(=O)(=O)c3ccccc3F)O[C@@H]2CO)c1,nt,-11,nt,5,nt,nt,nt,-12,-0.1,nt
COCC(=O)Nc1c(C(=O)N2CCCC2)oc2ccccc12,0,1,0.0,-11,93,-11,-4,-11,0.2,3
CCCCNC(=O)N1CCCC(C(=O)c2cc(C)c(OC)c(C)c2)C1 (configuration not stated),2,-1,-1.7,4,102,4,-14,-6,0.1,-3
Cc1ccc(S(=O)(=O)NC(=O)c2cc(C)n(CC(c3ccccc3)N(C)C)c2C)cc1 (configuration not stated),-1,5,-1.7,-2,97,12,-11,-3,-0.2,1
Cc1ccc(SCc2cn3c(C)csc3n2)cc1,-13,-5,3.1,3,98,-2,13,5,0.3,2
CCn1c(NCCc2ccc(OC)c(OC)c2)nc2c1c(=O)n(C)c(=O)n2C,0,-2,0.5,-2,105,8,-4,-4,0.7,-2
Cc1cc(C(=O)NC2CC(C)(C)Cc3c2cnn3-c2ccccc2)n[nH]1 (configuration not stated),-9,-7,-1.8,-3,97,-3,-3,-4,0.2,2
O=C(NCc1cccs1)C1CCCN1S(=O)(=O)c1ccccc1F (configuration not stated),-2,0,-1.2,1,100,15,6,-5,0.0,4
Cc1cc(C)cc(OCCn2ccnc2)c1,0,-7,-2.4,-3,98,-1,-3,4,-0.1,-2
O=C(O)c1ccc(/C=N/Nc2ccc(F)cc2F)cc1,-11,-3,0.5,8,100,-12,1,-12,-0.3,23
CN(C(=O)COC(=O)c1ccc(Cl)c(S(=O)(=O)N2CCCCC2)c1)C1(C#N)CCCCC1,2,-15,-2.0,6,92,-8,11,-7,0.3,3
COc1ccccc1CN1CCN(Cc2ccco2)CC1,-2,-2,-0.3,0,99,-2,2,-11,0.3,5
Cc1ccc(NC(=O)NCc2ccccn2)cc1,-1,0,-0.6,-8,99,-5,-2,2,-0.2,-3
COC(=O)COc1ccc(S(=O)(=O)N2CCc3ccccc3C2)cc1,4,1,-0.4,0,97,5,9,-4,0.0,29*
CC(C(=O)O)n1c2ccccc2c2cnn(C)c(=O)c21 (configuration not stated),2,-6,0.3,-2,97,10,-5,0,0.2,6
COc1ccc(C)cc1S(=O)(=O)N(CC(=O)O)c1ccc(F)cc1,0,-3,-0.7,13,91,16,-7,-3,0.2,-1
O=C(NCCN1CCOCC1)c1c[nH]c2ccc(S(=O)(=O)N3CCOCC3)cc2c1=O,2,6,-1.6,0,96,1,0,-11,0.0,1
CCCc1cc(=O)oc2c(C)c(OCC(=O)N3CCC[C@@H]3C(=O)O)ccc12,5,-10,-2.4,0,101,1,-3,7,-0.3,7
O=C(/C=N/O)NCCCN1CCOCC1,2,-3,-0.4,0,98,-6,3,0,-0.1,0
CCC(OC(=O)CCc1nc2ccccc2[nH]c1=O)C(=O)c1ccccc1 (configuration not stated),2,0,-0.1,-3,96,1,2,-5,0.0,-4
COc1ccc(OC)c(/C=C2\Oc3cc(OCC(=O)N4CCC[C@H]4C(=O)O)ccc3C2=O)c1,0,7,-0.4,2,101,17,6,5,-0.5,-30
Cc1ccc(-c2noc(C3CCCN(C(=O)C4CCCCC4)C3)n2)o1 (configuration not stated),1,-2,-0.4,2,97,1,-4,5,0.0,1
CCOc1ncccc1C(=O)N1CCN(c2ccc(C(F)(F)F)cn2)CC1,-1,-7,-0.7,3,97,-2,-1,-6,0.2,-1
C/C(CC(=O)Nc1ccc(N(C)C)cc1)=N\NC(=O)c1ccc([N+](=O)[O-])cc1Cl,1,-5,-1.7,0,98,-2,2,2,0.0,8
CC(=O)c1sc(NC(=O)C2CSC3(C)CCC(=O)N23)nc1-c1ccccc1 (configuration not stated),1,5,-3.5,0,96,-3,1,4,0.0,0
Cc1cccc(NC(=O)CCC(=O)Nc2nnc(C(F)(F)F)s2)c1,1,2,-2.4,0,96,2,-8,1,-0.1,1

# Profiles, quoted from the list.
# Cc1nn(-c2ccccc2)c(C)c1C(=O)OCC(=O)c1c(N)n(CC(C)C)c(=O)n(C)c1=O reads Glyco luc inh: -5; ABHD5 PLIN5 PPI: 1; MC4R barr agon: 3.0; Granule exo inh: 1; ABCB6 inh MLPCN: 88; Vif inh: -11; TLR9-MyD88 block: -12; NOD2-RIPK2 inh: 4; aDG glyco act: 3.0; MC4R antagonist: 6
# COc1ccc(CCNC(=O)CCc2ccccc2)cc1OC reads Glyco luc inh: -1; ABHD5 PLIN5 PPI: 5; MC4R barr agon: 0.9; Granule exo inh: 0; ABCB6 inh MLPCN: 96; Vif inh: 0; TLR9-MyD88 block: nt; NOD2-RIPK2 inh: -4; aDG glyco act: 0.6; MC4R antagonist: 11

# (further entries)
SMILES,Glyco luc inh,ABHD5 PLIN5 PPI,MC4R barr agon,Granule exo inh,ABCB6 inh MLPCN,Vif inh,TLR9-MyD88 block,NOD2-RIPK2 inh,aDG glyco act,MC4R antagonist
O=C1COc2ccc(S(=O)(=O)Nc3ccc(OC(F)(F)F)cc3)cc2N1,0,-7,0.6,-12,98,-8,-4,-6,0.1,23
O=[N+]([O-])c1ccc(N2CCOCC2)c([N+](=O)[O-])c1,1,1,-1.1,55,99,12,-8,-1,-0.1,-6
C=CCc1cccc2cc(C(=O)NCCOC)c(=O)oc12,2,-1,0.4,0,96,7,-7,1,-0.1,3
COc1cc(CNC(C)c2ccccc2)cc(Cl)c1OCC(=O)Nc1ccccc1 (configuration not stated),-4,6,-1.8,12,85,-8,2,-7,2.6,6
C[C@H]1CN(c2ccccc2)C(=O)[C@@H]1CC(=O)Nc1ccc(Br)cc1,1,-3,0.9,0,96,0,-6,-2,0.3,12
CN(C)/C=C(/C(=O)c1ccc(Cl)cc1Cl)S(=O)(=O)c1ccccc1,4,-3,1.1,0,100,-12,-13,-13,0.0,10
CC1=NN(c2ccc(C(=O)O)cc2)C(=O)CC1,-1,3,-0.8,2,97,-3,-11,-4,0.2,18
Cc1sc2ncnc(N(C)Cc3ccco3)c2c1C,-2,1,-1.7,1,103,-8,1,-19,0.7,-3
COc1cccc(/C=C/C(=O)OCC(=O)NC2CC2)c1,0,9,-1.1,1,103,2,4,-8,0.3,3
Cc1ccc(S(=O)(=O)N(C)c2ccc(OC(=O)CN3C(=O)NC4(CCCC4)C3=O)cc2)cc1C,1,0,-2.0,-8,100,-2,5,4,-0.3,4
